# Screening results: PubChem BioAssay, several laboratories
# GalR3 antag = antagonists of human GalR3; 360,000 compounds, 0.44% hits; O60755; inhibition, % at 3 µM; HEK293 GalR3-CNG cAMP membrane potential fluorescence; galR3 body fused to GalR1 C-terminus; AID 651719;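 active = inhibition above the screen-wide average plus 3 SD, cut at about 13% in these data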;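 also: forskolin and galanin both at EC90 stimulate the cells; cAMP rise reported by CNG channel membrane potential dye signal; 0% = forskolin plus galanin with DMSO and 100% = forskolin alone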
# Target sequence (O60755 1-299 limits assumed): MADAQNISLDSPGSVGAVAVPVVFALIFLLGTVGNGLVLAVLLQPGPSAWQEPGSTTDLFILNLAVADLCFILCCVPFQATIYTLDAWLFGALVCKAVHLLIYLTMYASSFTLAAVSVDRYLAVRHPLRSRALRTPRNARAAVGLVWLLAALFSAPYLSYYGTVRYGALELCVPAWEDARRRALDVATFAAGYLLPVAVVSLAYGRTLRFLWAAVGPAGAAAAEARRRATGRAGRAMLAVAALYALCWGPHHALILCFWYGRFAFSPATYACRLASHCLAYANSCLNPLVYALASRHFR
# MEKK2 WT-MEK5 = raises or lowers MEK5 binding to wildtype human MEKK2 PB1 domain. AID 1531. 290,000 compounds, 1.1% hits. bead flow cytometry, Alexa488-MEK5 binding to MEKK2 WT; actives lie on both sides. binding response (% of control), % at 10 µM; in the data active = binding response below about 67% or above about 130%
# FID counter = fluorescent intercalator displacement, NS3 helicase counter-screen; inhibition, % at 7.9 µM; DNA fluorescent intercalator displacement, fluorescence; 290,000 compounds, 0.17% hits; in the data active = inhibition above about 37%;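 also: 0% = vehicle and 100% = reference compound; higher means more ethidium bromide displaced from hairpin DNA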
# NS3 helicase inh = blocks Hepatitis C virus NS3 helicase unwinding | NS3 helicase DNA unwinding, Cy5 molecular beacon fluorescence | inhibition, % at 10.9 µM | 290,000 compounds, 0.56% hits | AID 1800;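 active = inhibition above the mean of all tested compounds plus 3 SD, set per campaign, cut at about 35% in these data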;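 also: 0% = DMSO wells and 100% = thioflavine S control wells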
#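 Measured by: Cy5 fluorescence, 0 and 60 min reads / Assay system: NS3 helicase fragment of HCV / Control set: low DMSO, high thioflavine S at 110 µM / Times: 1 h reaction at 25 °C, ATP-initiated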
# MEKK2 mut-MEK5 = signal of MEK5 binding to mutant human MEKK2 PB1 domain; bead flow cytometry, Alexa488-MEK5 binding to MEKK2 mutant; percent response, % at 10 µM; 290,000 compounds, 0.35% hits; in the data active = percent response above about 24%, passing the limit was not always enough; also: inactives centre near 1; some results filed as inactive read as strong as hits
# SUMO HTRF inh = inhibitors of human SUMOylation (UBC9) | 290,000 compounds, 0.36% hits | AID 2006 | P63279 | HTRF SUMOylation assay, SAE1/SAE2 + UBC9, in vitro | inhibition, % at 35 µM; in the data active = inhibition above about 50%, passing the limit was not always enough; also: strong numbers were not always called active
# MEKK3 PB1 HTS = modulators (inhibitors or enhancers) of MEK5 binding to human MEKK3 PB1 domain; Q99759; bead-based flow cytometry, Alexa488-MEK5 binding to MEKK3; actives lie on both sides; 0 = blocked by unlabeled MEK5, 100 = vehicle; binding response (% of control), % at 10 µM; 290,000 compounds, 1.4% hits; AID 1529;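 active = binding response more than 3 SD above or below the average of its plate-row segment, actives on both sides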;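 also: Alexa488 bead fluorescence after subtracting the streptavidin-only scavenger bead signal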
# Target sequence (Q99759 whole entry, looked up, the tested form may be a part): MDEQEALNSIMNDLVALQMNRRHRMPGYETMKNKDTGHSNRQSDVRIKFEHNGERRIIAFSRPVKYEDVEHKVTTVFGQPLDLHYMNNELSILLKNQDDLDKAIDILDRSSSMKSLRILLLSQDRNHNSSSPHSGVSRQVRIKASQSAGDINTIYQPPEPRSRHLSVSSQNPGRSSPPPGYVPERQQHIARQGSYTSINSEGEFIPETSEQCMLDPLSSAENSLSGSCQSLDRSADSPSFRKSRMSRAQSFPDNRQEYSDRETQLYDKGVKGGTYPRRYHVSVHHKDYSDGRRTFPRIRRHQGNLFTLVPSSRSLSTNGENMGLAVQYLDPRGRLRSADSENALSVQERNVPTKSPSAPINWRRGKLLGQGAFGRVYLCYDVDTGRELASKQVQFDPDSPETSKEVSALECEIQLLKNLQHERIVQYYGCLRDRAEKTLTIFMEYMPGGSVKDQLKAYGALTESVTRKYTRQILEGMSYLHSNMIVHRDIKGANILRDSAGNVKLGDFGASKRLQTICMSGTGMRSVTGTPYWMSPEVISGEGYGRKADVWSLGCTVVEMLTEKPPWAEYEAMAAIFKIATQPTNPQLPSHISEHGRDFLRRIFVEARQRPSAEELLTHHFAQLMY
# CRFBP-R2 agonist = agonists of human CRF-binding protein/CRF-R2 receptor complex; HEK293 CRF-R2/CRF-BP, calcium dye fluorescence (FLIPR); percent of saturating CRF peptide response; activation, % at 13.2 µM; 350,000 compounds, 0.46% hits;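 active = activation of at least 50%, plus an integration ratio under a set limit after plate pattern correction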;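 also: plate controls were neutral control wells without compound for no effect and CRF at EC100 for full effect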
# CRFBP-R2 block = antagonists of CRF-binding protein/CRF-R2 receptor complex | HEK293 CRF-R2/CRF-BP, CRF-induced calcium fluorescence | inhibition, % at 11.8 µM | 350,000 compounds, 0.59% hits;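 active = inhibition of the ligand-induced calcium signal above about 50% at the single tested concentration, limit read from the data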
# Active calls of the source: *; / = not tested or not shown; & = joins results of further samples. Some of the compounds tested. The share of hits here may be higher or lower than overall.
mol,GalR3 antag,MEKK2 WT-MEK5,FID counter,NS3 helicase inh,MEKK2 mut-MEK5,SUMO HTRF inh,MEKK3 PB1 HTS,CRFBP-R2 agonist,CRFBP-R2 block
CN(C)C(=O)COC(=O)c1ccccc1Sc1ccccc1C#N,0,99,-16,8,0,3,101,3.8,10
CCOC(=O)Cc1csc(SCn2nnc3ccccc3c2=O)n1,-3,101,-4,-9,6,-1,103,-1.2,7
COc1cc(OC)cc(C(=O)N[C@H](C(=O)NCCc2c[nH]c3ccccc23)C(C)C)c1,1,104,-21,6,0,5,100,-4.0,-2
Cc1ccc(S(=O)(=O)Cc2ccccc2Cl)cc1,2,92,-2,-6,-4,-11,96,0.7,10
O=C(CCCN1C(=O)C2CC=CCC2C1=O)Nc1ccccc1F (centres undefined),-4,101,-5,5,1,13,100,-1.5,-2
Cc1cccc(C(C)C)c1NS(=O)(=O)c1cn(C)nc1C,2,104,-6,-6,3,5,102,-0.6,14
COc1ccccc1/C=c1\sc2nc(-c3ccco3)nn2c1=O,/,98,-10,16,5,13,103,-6.0,-9
CC(C)(C)c1ccc(NC(=O)C2CCCN(c3cnccn3)C2)cc1 (centres undefined),-2,99,-29,-7,0,0,99,-0.5,-7
CS(=O)(=O)N(CC(O)Cn1c2ccccc2c2ccccc21)c1cccc2ccccc12 (centres undefined),-5,95,-6,-12,-2,-7,102,3.9,-3
COc1ccc(N2CCN(c3cc(C)c4ccc(O)cc4n3)CC2)cc1,-4,99,-3,-9,-6,-1,95,-1.9,5
Oc1ccc(N2CCN(Cc3ccc(OCCCN4CCCCC4)cc3)CC2)cc1,0,127,9,-16,6,16,105,4.8,-11
COn1c(=O)c(-c2ccc(F)cc2)[n+]([O-])c2ccccc21,-3,99,0,-6,2,10,100,1.4,-3
Nc1nnn(CC(=O)N/N=C/c2ccc(O)cc2)n1,-2,95,-3,7,-4,9,97,-0.2,7
OCCNc1nc2ccccc2[nH]1,-3,92,4,4,1,-6,99,-0.9,-5
Cc1ccc(S(=O)(=O)N2CCC(C(=O)Nc3nnc(C)s3)CC2)cc1,-8,97,-4,-3,6,1,100,-0.1,-4
CCOCc1nnc(NC(=O)c2ccc3c(c2)OCO3)s1,-2,106,-10,-2,6,11,102,-1.2,-36
COc1cc(CNc2ccc3[nH]c(=O)[nH]c3c2)ccc1OCc1cccc(C)c1,-13,99,-24,6,-1,-8,104,-1.7,-5
O=C(Nc1cccc(Cl)c1)Nc1ccccc1C(=O)O,-2,100,-9,9,0,28,105,0.5,1
COC(=O)c1cc(OC)c(OC)c(OC)c1NC(=O)c1ccc(S(=O)(=O)N(C)C)cc1,-2,101,-10,2,6,7,104,-0.6,-6
Cc1ccc(S(=O)(=O)N2CCOCC2)cc1NC(=O)COC(=O)CCC(=O)c1cccs1,7,112,-19,1,7,-7,104,1.7,0
CCOc1ccc(C2=NNC(c3cccnc3)=Nc3ccc(OC)cc32)cc1,-4,102,-7,-7,-4,-2,105,0.3,4
O=C(O)c1cccc(CSc2nnc(-c3cccnc3)o2)c1,-8,99,-8,9,-3,-8,99,-0.3,0
CSc1ccc(S(=O)(=O)N2CCC(C(=O)NCCN3CCOCC3)CC2)cc1,3,94,-1,7,-2,-17,101,-1.1,-5
O=C(/C=C/c1ccc(F)cc1)NCCC1=CCCCC1,-8,95,-17,-3,-2,-18,96,-1.0,-1
COc1ccc(NS(=O)(=O)c2ccc(OC)c3ccccc23)cn1,-2,/,-11,-9,/,0,/,-1.3,5
CCN1CCCC1CNC(=O)C(=O)Nc1ccc(OC)cc1 (centres undefined),-7,100,6,7,-2,10,103,-0.2,15
CCOC(=O)Cn1nc(C)cc1NC(=O)c1cccnc1,-2,100,-1,-7,-4,-1,102,0.5,-2
COCCn1cnc2c1c(=O)n(Cc1c(F)cccc1Cl)c(=O)n2Cc1ccccc1,-8,103,-35,-7,2,-16,106,-1.1,-3
CCOc1ccc(-c2nnc(-c3ccco3)o2)cc1OCC,2,99,-21,15,0,30,100,-0.5,21
Cc1cccc(/C=N/NC(=O)c2ccncc2)n1,-8,108,-6,-5,4,14,100,2.7,-1

# (continued)
mol,GalR3 antag,MEKK2 WT-MEK5,FID counter,NS3 helicase inh,MEKK2 mut-MEK5,SUMO HTRF inh,MEKK3 PB1 HTS,CRFBP-R2 agonist,CRFBP-R2 block
Cc1[nH]c2ccccc2c1C(=O)C(=O)NCC1CCCO1 (centres undefined),-1,91,-3,0,-5,18,98,-1.1,6
CCOC(=O)CSc1nc(-c2ccc(OC)cc2)ns1,-1,101,-7,-9,0,6,100,-2.7,-1
Cc1ccc(C(=O)Cn2c3[n+](c4ccccc42)CC(O)CS3)cc1 (centres undefined),9,104,4,-9,-6,5,105,1.4,1
Cc1cc(C)cc(NCC(=O)Nc2c(C)cccc2C)c1,-4,109,-16,7,5,-2,103,0.9,39
N=c1oc2ccccc2cc1C(=O)Nc1cccc(F)c1,-9,97,-3,7,0,14,95,-0.7,6
CCn1c(=O)cc(N2CCN(Cc3ccccc3)CC2)[nH]c1=O,/,102,-12,11,6,-4,103,5.0,-1
CC1CC(=O)Nc2cc([N+](=O)[O-])ccc2N1 (centres undefined),6,101,-4,2,1,30,103,-2.3,9
COc1ccccc1CNC(=O)CSc1ccc(-c2ccncc2)nn1,-6,106,-2,8,-2,8,93,0.3,-4
Cn1nnnc1SCc1ccc(C(=O)Nc2ccc(Br)cc2)cc1,-6,100,-1,0,2,-2,103,-2.1,15
CN1C(=O)NC(c2ccccc2[N+](=O)[O-])C2=C1CC(C)(C)CC2=O (centres undefined),-8,108,-5,-1,4,12,107,-1.0,-7
Cc1ccc(NS(=O)(=O)c2ccc(-c3coc(C)n3)cc2)c(Br)c1,-8,102,-29,-7,2,9,99,0.1,-4
COc1ccccc1OCc1csc(N)n1,-4,97,2,-12,0,-10,93,-4.6,20
O=C(O)c1ccc(-n2c(O)c(C=C3N=c4ccccc4=N3)sc2=S)cc1,-7,78,-15,2,-7,0,98,2.3,3
Cn1cccc1C(=O)OCc1ccc(C(C)(C)C)cc1,-7,100,-16,-3,-2,-42,101,0.5,-5
CCOC(=O)C1(CCCc2ccccc2)CCN(C(=O)C2CCCN(C(N)=O)C2)CC1 (centres undefined),-4,77,-27,1,-19,-7,76,-0.7,3
COc1ccc(C)cc1N(C)C(=O)c1coc(=O)c2ccccc12,-4,93,-9,-16,-6,-5,95,-0.3,6
Nc1nc(CSc2nc3ccccc3[nH]2)cs1,0,99,-4,6,5,18,101,0.6,20
OCCC1CN(Cc2cccc3nonc23)CCN1Cc1ccsc1 (centres undefined),9,96,-2,-5,-1,11,98,0.0,-11
O=C(c1ccc2nccnc2c1)N1CCCC(N2CCN(c3ccc(F)cc3)CC2)C1 (centres undefined),-1,100,-9,2,-7,-4,99,-1.3,-4
CS(=O)(=O)N1CCC(C(=O)N2CCN(C(c3ccccc3)c3ccccc3)CC2)CC1,3,97,-34,-12,2,10,105,1.2,0
COc1cccc(-c2nc(CS(=O)(=O)CC(=O)NC3CCCc4ccccc43)c(C)o2)c1 (centres undefined),/,111,-9,9,8,-8,106,3.0,-25
CCc1nnc(NC(=O)CCC(=O)NC2CC2)s1,1,106,-8,-1,2,9,99,-1.5,8
Cc1noc(/C=C/N(C)C)c1S(=O)(=O)N1CCCC(C(=O)NC2CCCCC2)C1 (centres undefined),/,94,-24,-2,-4,4,89,-0.9,-16
Cc1ccc(NC(=S)NNC(=O)Cn2nc([N+](=O)[O-])cc2C)cc1,/,97,6,7,-1,-27,101,1.0,26
Cc1nc(SCc2ccc(F)cc2)c([N+](=O)[O-])[nH]1,1,100,0,1,0,1,97,-6.2,16
FC(F)(F)c1ccc(N/N=C/c2cccnc2)nc1,-4,94,-4,15,-3,-3,101,-1.7,-9
O=C(Nc1ccc(Cl)c([N+](=O)[O-])c1)ONC1=NCCCCC1,-2,101,-1,-7,4,13,104,-3.0,14
CCc1nc(SCC(=O)Nc2ccccc2)c2c(=O)n(C)c(=O)n(C)c2n1,2,102,-6,2,5,11,97,0.7,-7
COc1cc(/C=C/C(=O)OCC(=O)Nc2ccc([N+](=O)[O-])cc2)ccc1O,6,104,6,-4,1,-8,101,26,-18
O=C(COC(=O)c1ccccc1O)NCCC1=CCCCC1,-1,93,-16,-1,-2,2,97,-1.3,-17

# Next part
mol,GalR3 antag,MEKK2 WT-MEK5,FID counter,NS3 helicase inh,MEKK2 mut-MEK5,SUMO HTRF inh,MEKK3 PB1 HTS,CRFBP-R2 agonist,CRFBP-R2 block
CCOc1ccccc1CN1CCC(CO)(CCOc2ccccc2)CC1,-3,89,42*,-39,-10,-3,107,-1.4,2
S=c1nc[nH]c2nc[nH]c12,-2,110,-5,5,8,6,104,0.1&2.8,-3&-4
COc1cc(CCC(=O)N2CCN(c3ccccc3)CC2)cc(OC)c1OC,-6,100,-25,-2,4,4,102,-1.2,3
O=C(O)c1ccc(Cl)c(S(=O)(=O)Nc2ccccc2N2CCOCC2)c1,-4,83,-14,10,-21,4,85,-3.9,-2
COCC1CCCN(C(=O)c2cc(COc3cccc4cccnc34)on2)C1 (centres undefined),1,110,-28,-10,7,16,105,-1.4,10
O=C(COC(=O)c1ccc(S(=O)(=O)NCc2ccco2)cc1)Nc1ccc(Cl)cn1,-2,89,-7,19,-4,28,94,-2.9,14
COCCCn1c(Cc2csc(Nc3ccc(F)cc3)n2)nnc1SCC(N)=O,/,110,-15,0,5,10,106,0.3,14
Cc1c(CCOC(=O)C2C3CC4CC(C3)CC2C4)sc[n+]1CC(=O)c1ccc(Br)cc1 (centres undefined),-3&-6,157*,10,-92,21,25,87,-2.6&-1.0,2&-18
Cc1cc2c(NC(=O)Nc3ccc(F)cc3)cccc2nn1,-7,89,-19,8,-18,98,90,-0.6,-9
Cc1ccc(S(=O)(=O)Nc2ccc3c(c2)OCCO3)cc1,-7,105,2,3,2,2,107,-9.5,-1
COc1cccc(C(=O)Nc2ccc(N3CCCC3)cc2)c1,-2,94,7,-18,-5,-3,93,-3.0,-6
CC(Cl)C(=O)NNc1cccc(Cl)n1 (centres undefined),0,100,-2,4,1,-6,99,-1.4,1
CCOC(=O)C1CCN(C(=O)CCn2c(=O)[nH]c3ccsc3c2=O)CC1,-4,96,-5,-2,-2,4,98,-0.5,18
COc1ccc(CCNC(=O)CCc2ccc(S(=O)(=O)NCC(C)C)cc2)cc1,-2,98,-31,0,-2,-10,95,0.5,3
CC(C)N(C(=O)CSc1nnc(NC(=O)Cc2cccs2)s1)C(C)C,-6,102,-26,-3,2,-1,109,-1.0,5

# An excerpt from above in order of length of the SMILES, falling.
mol,GalR3 antag,MEKK2 WT-MEK5,FID counter,NS3 helicase inh,MEKK2 mut-MEK5,SUMO HTRF inh,MEKK3 PB1 HTS,CRFBP-R2 agonist,CRFBP-R2 block
COc1ccc(CCNC(=O)CCc2ccc(S(=O)(=O)NCC(C)C)cc2)cc1,-2,98,-31,0,-2,-10,95,0.5,3
COCC1CCCN(C(=O)c2cc(COc3cccc4cccnc34)on2)C1 (centres undefined),1,110,-28,-10,7,16,105,-1.4,10
S=c1nc[nH]c2nc[nH]c12,-2,110,-5,5,8,6,104,0.1&2.8,-3&-4
